# MsrA inhibitor – inhibits bovine methionine sulfoxide reductase A; inhibition, % at 15.5 µM; purified bovine MsrA, absorbance read-out; actives 0.75% (n = 360,000); in the data active means inhibition above about 4.5%;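 further: 0% = vehicle wells with enzyme and 100% = reference inhibitor wells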
# Starred values were filed as active, the others as inactive. This is a subset; rates above refer to the full screens.
mol	MsrA inhibitor
COc1ccc(CNC(=O)[C@H](C)[C@@H]2C[C@@]2(C)[C@@H](NC(=O)OCc2ccccc2)c2ccccc2)cc1OC	-1.6
COC(=O)[C@]12C[C@H](CC(=O)NCCc3ccccc3OC)C(=O)N(Cc3ccccc3)C1=C[C@H](C(C)C)O[C@@H]2C1CC1	0.9
C[C@H]1CN(C(=O)OC(C)(C)C)CCN1c1ccc(Br)c(C#N)c1	0.2
NCc1c(O)ccc2ccccc12	-0.8
O=C(O)c1cc(C(=O)O)cc(N2C(=O)c3ccccc3C2=O)c1	0.1
CC(C)(C)S(=O)(=O)N1C[C@@H]2C(=C(CCO)C[C@@H]3C(=O)N(c4ccccc4)C(=O)[C@@H]32)[C@H]1CCO	-0.3
CN1C(=O)[C@@]2(O[C@H]3[C@H]4C=C[C@@H]([C@H]5C(=O)N(Cc6ccccc6)C(=O)[C@@H]45)N3C3=C2C(=O)CC3)c2ccccc21	0.4
C#CCOCCOCCOCCNc1nc(N2CCN(C(=O)[C@H](Cc3ccc(O)cc3)n3cc([C@@H](N)CC(C)C)nn3)CC2)nc(N2CCN(C(=O)[C@H](Cc3cc4ccccc4[nH]3)n3cc([C@@H](N)CC(C)C)nn3)CC2)n1	0.3
CCOC(=O)N(C)C[C@H]1OCc2cn(nn2)CCCC(=O)N([C@@H](C)CO)C[C@@H]1C	-0.4
CCCCS(=O)(=O)N1C2=NC(C(=O)OCC)=C(C(=O)OCC)C3N(Cc4ccc(Br)cc4)c4ccccc4[C@]23C[C@H]1C(=O)OC (stereo partly specified)	2.0
Cc1ccc(CNC(=O)[C@@H](Cc2ccccc2)NC(=O)[C@H]2O[C@@H](n3ccc(N)nc3=O)[C@H](O)[C@@H]2O)o1	2.1
O=c1c2c3c(sc2n(CCN2CCOCC2)c(=O)n1C1CCCCC1)CCCCC3	-0.8
CCN=C1NC(CCc2ccccc2)C(C(=O)OC)=C(C)N1Cc1ccc(C(F)(F)F)cc1 (stereo unspecified)	-0.5
CC1(C)CC(=O)C=C(C#CC2CC2)C1	0.1
N#C/C(=C\c1ccc([N+](=O)[O-])o1)c1nc2ccccc2[nH]1	-1.1
O=C(Cn1nnc2ccccc21)OCC(=O)c1ccc(Cl)cc1	0.9
O=C1NC(Cc2ccccc2)c2nc3cc(F)ccc3c(=O)n2-c2cc(Cl)ccc21 (stereo unspecified)	0.5
COCCN1Cc2cc(C(=O)OC)c3c(c2C1=O)c1cc(OC)ccc1n3S(=O)(=O)c1ccc(F)cc1	0.5
Cc1nc(N[C@@H](Cc2c[nH]c3ccccc23)C(=O)O)c2oc3ccccc3c2n1	-0.5
O=C1NN(c2ccccc2)C(=O)/C1=C/c1cccs1	1.1
COc1ccc(C(=O)N(C)[C@H]2C[C@H]3c4[nH]c5c(-c6ccccc6)cccc5c4CCN3C(=O)[C@H]2[C@H](C)O)cc1	-0.6
COCc1cc(N2CCNC[C@H]2C)ccc1N1C[C@@H](C)O[C@@H](C)C1	-1.0
C[C@@H]1CN([C@@H](C)CO)C(=O)CCCn2cc(nn2)CO[C@H]1CN(C)C(=O)Nc1ccc(N2CCN(C)CC2)cc1	2.1
COc1cccc(-c2nnc(N(C)C(=O)c3ccno3)s2)c1	1.2
COCc1[nH]nc2c1C(c1ccc(F)cc1)N(c1ccccc1)C2=O (stereo unspecified)	0.1
COC(=O)[C@]12C[C@H](CC(=O)NCCCCc3ccccc3)C(=O)N(Cc3ccc4c(c3)OCO4)C1=C[C@H](COCc1ccccc1)O[C@@H]2C	0.7
O=S1(=O)c2ccc(Br)cc2OCCC2CCCCN21 (stereo unspecified)	0.1
Cc1ccc(NC(=O)C(=O)NCc2ccc(/C=N/NC(=O)c3c(C)nc4cc(C)ccn34)o2)cc1	1.4
CC(=O)N1C[C@@H](CN2C(=O)CCC2=O)[C@@H]2C[C@H]1c1ccccc1N2C	0.2
O=C1NCCC/C1=N/Nc1ccc(F)cc1	2.8
CC(C)C[C@H]1COc2cc(NCCO)ccc2S(=O)(=O)N1	0.5
CCCCCCCCN1C(=O)[C@@H](CC(=O)NCc2cccc(C(F)(F)F)c2)C[C@@]2(C(=O)OC)C1=C[C@H](C1CCCC1)O[C@@H]2C	-0.2
COc1ccc(Cc2nnc(NC(=O)CSc3ccc(Cl)cc3)s2)cc1OC	0.8
Cn1c2ccccc2c(=O)c2ccc(C#Cc3ccccn3)cc21	-1.3
C=CCN1C(=O)N(Cc2ccccc2)c2ccccc2S1(=O)=O	3.3
Nc1[nH]c(C(=O)c2ccccc2)c(-c2cccc3ccccc23)c1C(=O)NCc1ccc(Cl)cc1Cl	0.4
Cn1c(=O)c(C(=O)COC(=O)c2cc(C(F)(F)F)nc3c(C(F)(F)F)cccc23)c(N)n(CC2CC2)c1=O	-1.0
O=S(=O)(c1ccc(N2CCN(Cc3ccc4c(c3)OCO4)CC2)nc1)N1CCOCC1	-0.7
COc1ccccc1C(=O)N1CCN(C(=O)[C@H]2O[C@@H](n3cnc(C(N)=O)n3)[C@H](O)[C@@H]2O)CC1	1.6
CC(Sc1nc2c(cc1C#N)CCCCC2)C(=O)O (stereo unspecified)	1.6
O=C(NCCc1ccccc1Cl)[C@@H]1CCCN1C(=O)[C@@H](NS(=O)(=O)c1ccc(F)cc1F)c1ccccc1	0.4
Cc1cc(N2CCN(CC(C)(C)O)C[C@@H]2C)ccc1N1CCN(Cc2ccccc2)[C@@H](C)C1	2.0
CCCCc1nnc(NC(=O)COc2ccc3c(C)cc(=O)oc3c2)s1	-0.9
O=C(N[C@H](Cc1ccccc1)C(=O)NCCCc1ccccc1)[C@H]1O[C@@H](n2ccc(=O)[nH]c2=O)[C@H](O)[C@@H]1O	-0.1
COc1ccc(Cc2c(-c3ccccc3)nc3ccc(C)cn23)c(C)c1	-0.1
CON(C)C(=O)C(C)(C)CC#CCN(CC#Cc1ccccc1)S(=O)(=O)c1ccc(C)cc1	1.4
O=Cc1cc([B-](F)(F)F)cs1	0.1
COc1cccc(Cn2c(NCc3ccccn3)nc3c2c(=O)n(C)c(=O)n3C)c1	-0.1
CCc1cc2c(nc1CC)CCCN2CCOC	0.2
Cn1c(=O)c2[nH]c(SCc3ccccn3)nc2n(C)c1=S	-0.7
C[C@@H]1CCCCO[C@H](CN(C)C(=O)C2CCCCC2)[C@@H](C)CN([C@H](C)CO)C(=O)c2cc(NS(=O)(=O)c3cccs3)ccc2O1	-0.6
Cc1cc(O)cc(=O)n1-c1ccc(OC(F)F)cc1	-0.2
Nc1nonc1C(=O)N/N=C/c1cc(Br)ccc1O	0.4
C[C@@H]1CN([C@@H](C)CO)C(=O)CCCn2nncc2CO[C@@H]1CN(C)C(=O)C1CC1	-0.4
CN(C)C(=O)N1CCN(C(=O)[C@@H](Cc2ccccc2)NC(=O)[C@H]2O[C@@H](n3ccc(N)nc3=O)[C@H](O)[C@@H]2O)CC1	0.2
COC(=O)[C@]12C[C@H](CC(=O)N3CCCCC3)C(=O)N(CCC3=CCCCC3)C1=C[C@H](COCc1ccccc1)O[C@@H]2C	-0.5
O=C1C=CC(=O)N1CCCCCCN1C(=O)C=CC1=O	-0.5
COC(=O)[C@]12C[C@H](CC(=O)N3CCSCC3)C(=O)N(Cc3ccccc3)C1=C[C@H](C(C)C)O[C@@H]2C1CC1	1.1
CCOC(=O)C1=C(C(=O)OCC)C2N(Cc3ccc(Br)cc3)c3ccccc3[C@@]23C[C@@H](C(=O)OC)N(S(=O)(=O)c2cccs2)C3=N1 (stereo partly specified)	2.0
O=C(N[C@H](C(=O)N1CCC[C@H]1C(=O)NCCc1ccccc1Cl)C1CCCCC1)c1cccs1	0.2

# Remaining list, next part:
mol	MsrA inhibitor
Cc1ccc(NC(=O)c2ccc3ncsc3c2)cc1S(=O)(=O)N(C)C	-0.4
COc1ccc(NC(=O)N(C)C[C@@H]2OCc3cnnn3CCCC(=O)N([C@@H](C)CO)C[C@@H]2C)cc1	0.6
COC(=O)c1ccc2nc(-c3ccco3)c(Cc3ccccc3OC)n2c1	1.0
CCN(CC)c1ccc(CNc2ccc3c(c2)ncn3CC)cc1	-0.7
CC[C@H](C)[C@H]1CNC(=O)C(=O)N1CC1CCN(CC(C)C)CC1	-1.0
O=[N+]([O-])c1ccc(Sc2nc3ccccc3[nH]2)c(Cl)c1	-0.2
CCOC(=O)C1(C(=O)OCC)N=C(c2ccccc2)C=C1c1ccccc1	-0.8
COc1ccc(-c2nnn3c2C2c4cc(-c5cccc(F)c5)ccc4CCN2C(=O)C3)cc1 (stereo unspecified)	1.6
CCCN1C(=O)c2[nH]nc(-c3ccccc3)c2C1c1ccc(Br)cc1 (stereo unspecified)	0.1
CN1CCN(C(c2ccc(C(F)(F)F)cc2)c2ccc3cccnc3c2O)CC1 (stereo unspecified)	-2.2
CC(=O)C1=C(C)N(CC(C)C)C(=S)NC1c1ccc(Br)cc1 (stereo unspecified)	0.8
Cc1nn(-c2ccccc2)c(Cl)c1/C=N/NC(=O)CNc1n[nH]c(=O)[nH]c1=O	-0.5
Cc1ccc(S(=O)(=O)N(C)[C@H]2C[C@H]3c4[nH]c5cccc(-c6ccccc6)c5c4CCN3C(=O)[C@H]2[C@H](C)O)cc1	1.0
Cc1cc(NC(=O)Cc2c(C)[nH]c3ccccc23)ccc1Oc1cccnc1	1.4
CCCCc1c(-c2ccccc2OC)ncn1Cc1ccc([N+](=O)[O-])cc1	0.1
COc1ccccc1C(=O)Nc1cccc(-c2cn3ccsc3n2)c1	1.0
Nc1nc2c(ncn2[C@@H]2O[C@H](C(=O)NCCc3c[nH]c4ccccc34)[C@@H](O)[C@H]2O)c(=O)[nH]1	0.5
COCCn1c(-c2ccc(Cl)cc2)nc2c(c(=O)c3ccccc3n2C)c1=O	1.0
Fc1ccc(-c2ccc3c(n2)CCCN3Cc2ccccn2)cc1	1.2
CCCCCCCCN1C(=O)N(Cc2ccc(OC)cc2)S(=O)(=O)c2ccc(F)cc21	1.9
Cc1cc(Nc2cc(F)c(F)c(F)c2)cc(=O)n1-c1cc(F)c(F)c(F)c1	0.6
O=C(OCCC1Oc2cccnc2NC1=O)c1ccc([N+](=O)[O-])cc1 (stereo unspecified)	0.8
O=C(N[C@H](C(=O)N1CCC[C@H]1C(=O)NC1CCCC1)c1ccccc1)C1CC1	0.1
C[C@H](CO)N1C[C@H](C)[C@H](CN(C)C(=O)Nc2ccc(F)cc2)Oc2ncc(Br)cc2C1=O	-0.1
CCN1C(=O)N(C(C)=O)[C@H]2C[C@H](C(=O)N3CCCC3)[C@H](C)[C@H](c3ccccc3)C[C@H]21	-0.1
Brc1ccc(/C=N/Nc2nncc(-c3ccccc3)n2)o1	2.2
COc1cc(/C=N/NC(=O)c2cc(-c3ccccc3)sc2N)cc(OC)c1OC	2.6
CC(C)NC(=O)OC[C@H]1O[C@H](C#Cc2ccc(C(C)(C)C)cc2)C=C[C@H]1O	0.9
CC1(C)OC(=O)C2=C(CC(CCc3ccccc3)OC2c2ccc(F)cc2)O1 (stereo unspecified)	0.6
COCc1cc(N2CCN(C(=O)OC(C)(C)C)C[C@@H]2C)ccc1N1C[C@@H](C)O[C@@H](C)C1	-0.7

# 4 entries from above, with each value named.
compound: O=C(N[C@H](C(=O)N1CCC[C@H]1C(=O)NC1CCCC1)c1ccccc1)C1CC1
  MsrA inhibitor: 0.1

compound: C[C@H](CO)N1C[C@H](C)[C@H](CN(C)C(=O)Nc2ccc(F)cc2)Oc2ncc(Br)cc2C1=O
  MsrA inhibitor: -0.1

compound: CCN1C(=O)N(C(C)=O)[C@H]2C[C@H](C(=O)N3CCCC3)[C@H](C)[C@H](c3ccccc3)C[C@H]21
  MsrA inhibitor: -0.1

compound: Brc1ccc(/C=N/Nc2nncc(-c3ccccc3)n2)o1
  MsrA inhibitor: 2.2

# (continued)
mol	MsrA inhibitor
Cc1ccccc1C(=O)N[C@H](C(=O)N1CCC[C@H]1C(=O)NC1CCCC1)c1ccccc1	3.4
CCCCc1c(-c2ccccc2OC)ncn1Cc1ccccc1C	-0.5
O=C(Cc1cccs1)Nc1nnc(Cc2ccc(F)cc2)s1	0.5
CCN(CCC(=O)Nc1cc(OC)ccc1OC)Cc1ccccc1	-0.6
CCN=C1NC(c2ccccc2C(F)(F)F)C(C(=O)OC)=C(C)N1Cc1ccc(C(F)(F)F)cc1 (stereo unspecified)	-1.4
Cc1ccc(C)c(Sc2ccc(NC(=O)CCl)cc2)c1	-0.6
COCc1cc(N2CCN(C(=O)OC(C)(C)C)C[C@@H]2C)ccc1N1CCN(Cc2ccccc2)[C@H](C)C1	-0.3
CC(=O)C1C(=O)c2c(cccc2[N+](=O)[O-])C1=Nc1ccccc1C (stereo unspecified)	1.0
C[C@H](CO)N1C[C@H](C)[C@@H](CN(C)S(=O)(=O)c2ccc(F)cc2)Oc2ncc(Br)cc2C1=O	-0.4
Cc1cc(N2CCN(CC(C)(C)O)C[C@@H]2C)ccc1N1CCN(CC(C)(C)O)[C@H](C)C1	0.8
CC(=O)C1=C(C)N(Cc2ccc(F)cc2)C(=S)NC1c1cccc(Br)c1 (stereo unspecified)	0.4
CNC(=O)c1ccccc1C1(O)c2ccccc2CCc2ccccc21	0.1
COC(=O)C1=C(C)N(Cc2ccccc2C(F)(F)F)C(=NCc2cc(OC)c(OC)c(OC)c2)NC1c1ccc(Cl)cc1 (stereo unspecified)	-0.8
COc1ccc(OCCCN2CCC(C(O)(c3ccccc3)c3ccccc3)CC2)cc1	-0.6
C[C@H]1CN([C@@H](C)CO)C(=O)CCCn2nncc2CO[C@@H]1CN(C)CC1CC1	-0.6
O=C1c2ccccc2S(=O)(=O)c2cc(C(=O)N3CCC(C(=O)N4CCCCC4)CC3)ccc21	0.6

# Random excerpt: two entries already listed, in no set order.
mol	MsrA inhibitor
COCc1cc(N2CCN(C(=O)OC(C)(C)C)C[C@@H]2C)ccc1N1CCN(Cc2ccccc2)[C@H](C)C1	-0.3
Cc1ccccc1C(=O)N[C@H](C(=O)N1CCC[C@H]1C(=O)NC1CCCC1)c1ccccc1	3.4
